Compound activity: PubChem BioAssay, several laboratories
GALR2 antag: GALR2 antagonists in receptor-expressing cells, primary screen; Galanin receptor type 2 (Homo sapiens), O43603; antagonist mode; inhibition, % at 4 µM; actives 0.39% (n = 140,000); in the data active means inhibition above about 27%;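 further: cells stimulated with galanin 1-16 at roughly its EC80; 0% = agonist challenge control and 100% = basal control without agonist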
Target sequence (O43603 whole entry, looked up): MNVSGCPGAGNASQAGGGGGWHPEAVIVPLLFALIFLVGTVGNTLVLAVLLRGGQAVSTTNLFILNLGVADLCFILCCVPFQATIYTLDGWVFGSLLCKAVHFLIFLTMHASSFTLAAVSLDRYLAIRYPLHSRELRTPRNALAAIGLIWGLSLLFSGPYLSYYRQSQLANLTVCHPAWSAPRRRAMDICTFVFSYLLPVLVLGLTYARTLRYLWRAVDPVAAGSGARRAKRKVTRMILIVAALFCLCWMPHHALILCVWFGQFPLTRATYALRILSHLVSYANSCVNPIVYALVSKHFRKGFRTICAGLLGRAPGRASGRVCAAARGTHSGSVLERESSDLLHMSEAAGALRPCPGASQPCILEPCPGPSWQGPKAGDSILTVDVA
MRP1 act: H69AR viability gain despite doxorubicin, primary screen, MRP-1 activator project, H69AR cells, CellTiter-Glo. viability rescue. viability increase, % at 10 µM. actives 0.61% (n = 140,000);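 active means viability gain under doxorubicin at or above a set limit, the compound median plus 3 SD, cut at about 4.7% in these data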;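 further: MRP-1 overexpressing cells given doxorubicin 25 µM after compound pretreatment; 18-22 h compound pretreatment then 72 h with doxorubicin before readout; 0% = doxorubicin-only wells and 100% = vehicle-treated cells without doxorubicin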
HCT116 bCat-KO: primary screen for growth suppressors in beta-catenin knockout HCT116 cells (colon tumor, human) | HCT116 beta-catenin knockout viability, CellTiter-Glo, 60 h; stronger effect = lower value | viability, % at 10 µM | actives 1.5% (n = 140,000) | AID 818, 2007;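 active means viability at or under a set limit, the compound median less 4 SD, cut at about 6% in these data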;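 further: 0% = Hyamine 1622 control at 20 µM and 100% = untreated cell control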
HCT116 PTEN-null: growth suppression of PTEN-null HCT116, primary screen, cell-based, CellTiter-Glo | HCT116 PTEN-null viability, 60 h; stronger effect = lower value | viability, % at 10 µM | actives 1.2% (n = 140,000);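 active means viability at or below a set limit, 4 SD under the median of all tested compounds, cut at about 3.7% in these data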;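 further: PTEN knockout HCT116 line with beta catenin targeted HCT116 as companion control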
E-sel TNF inh: E-selectin induction blockers in HUVEC – imaging, immunofluorescence, high content, primary screen; inhibition, % at 2 µM; HUVEC TNFa-induced E-selectin immunofluorescence; actives 0.71% (n = 120,000);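 active means inhibition above the batch mean plus 3 SD, and confirmed as a hit on visual image review, cut at about 43% in these data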;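 further: 0% = TNF-stimulated DMSO wells and 100% = unstimulated control wells; not every result past the cut was called active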
Phagocyt inh: inhibitors of macrophage phagocytosis, primary screen, imaging, J774A.1 cells, IgG beads. J774A.1 macrophage IgG-bead phagocytosis. inhibition, % at 5 µM. actives 0.07% (n = 110,000);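 active means inhibition above the mean of the plate negative controls plus 5 SD, cut at about 13% in these data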;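 further: phagocytic index as fraction of beads internalized from green versus red external bead signal; plate controls were DMSO negative control for no effect and cytochalasin-D positive control for full effect; some results beyond the cut were filed as inactive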
Measles CPE: compounds protecting cells from measles virus cytopathic effect, primary screen, measles RdRp inhibitor project, single point, MLSMR library, absorbance | actives 1.5% (n = 140,000) | AID 841, 2007 | protection (pct of control), % at 4 µM | Measles virus-infected cells, CPE protection; in the data active means protection mostly above about 24%, no sharp cut-off; inactive means mostly below about 26%; further: some compounds called inactive have numbers as strong as hits
Yeast growth inh: growth inhibitors of yeast BB579 in restrictive medium, primary screen, yeast lifespan-shortening project, S. cerevisiae; OD615, 48 h; inhibition, % at 10 µM; actives 0.51% (n = 140,000);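 active means inhibition above a set limit, 3 SD over the mean compound inhibition, cut at about 44% in these data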; further: inactives centre near -24
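System: Saccharomyces cerevisiae DeaD strain BB579, replicative lifespan model yeast | Buffer or medium: Restrictive glucose-based CSMM-D medium | Times: 4 h preincubation and 48 h exposure at 30 °C | Detection: OD615 turbidity measurement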
NPY-Y2 antag: NPY-Y2 receptor antagonists, primary screen, cell-based | actives 0.99% (n = 140,000) | Neuropeptide Y receptor type 2 (Homo sapiens), P49146 | AID 793, 2007 | inhibition, % at 2.7 µM | NPY-Y2 expressing cells, antagonist mode; in the data active means inhibition above about 17%;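 further: 0% = vehicle with agonist challenge and 100% = reference antagonist with challenge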
Target sequence (P49146 whole entry, looked up): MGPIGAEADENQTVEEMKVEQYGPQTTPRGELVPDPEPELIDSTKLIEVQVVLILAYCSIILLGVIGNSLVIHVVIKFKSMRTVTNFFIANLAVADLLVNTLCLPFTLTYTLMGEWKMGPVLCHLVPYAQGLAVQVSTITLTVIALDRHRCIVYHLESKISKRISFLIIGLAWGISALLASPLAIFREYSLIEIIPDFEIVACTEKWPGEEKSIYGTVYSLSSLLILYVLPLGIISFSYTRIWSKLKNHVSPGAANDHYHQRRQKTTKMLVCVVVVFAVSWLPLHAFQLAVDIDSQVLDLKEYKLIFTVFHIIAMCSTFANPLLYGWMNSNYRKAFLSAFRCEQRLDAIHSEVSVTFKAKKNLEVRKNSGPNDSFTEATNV
Yeast life ext: compounds extending yeast replicative lifespan, primary screen, S. cerevisiae, OD615. inhibition of the nicotinamide effect, % at 10 µM. AID 775, 2007. actives 0.68% (n = 130,000). S. cerevisiae growth with nicotinamide; deaD strain in restrictive glucose medium;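 active means inhibition above a set limit, placed 3 SD over the median of all compounds, cut at about 26% in these data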;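 further: 0% = nicotinamide-treated wells and 100% = cells grown without nicotinamide; some compounds called inactive have numbers as strong as hits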
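Assay system: engineered S. cerevisiae DeaD replicative-lifespan strain, galactose-grown log-phase cells; medium: restrictive CSMM-D dextrose medium; also added: nicotinamide, 1.5 mM, co-present with compound; schedule: 48 h compound exposure at 30 °C, humidified; detection: absorbance at 615 nm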
* = called active by the depositor; & = joins results of further samples.

What do the screens show for `COC(=O)c1ccccc1NC(=S)NC(=O)c1cccc2ccccc12`?
GALR2 antag: 3; MRP1 act: -5.7; HCT116 bCat-KO: 98; HCT116 PTEN-null: 91; E-sel TNF inh: -4; Phagocyt inh: 1; Measles CPE: 59*; Yeast growth inh: -34; NPY-Y2 antag: 2; Yeast life ext: -5

Results for CCOC(=O)N1CCN(C(=O)Cc2ccc(-n3c(=O)[nH]c4ccccc4c3=O)cc2)CC1 ?
GALR2 antag: 10; MRP1 act: 0.1; HCT116 bCat-KO: 97; HCT116 PTEN-null: 109; E-sel TNF inh: -5; Phagocyt inh: 0; Measles CPE: 20; Yeast growth inh: 2; NPY-Y2 antag: -1; Yeast life ext: -11

What do the screens show for `c1coc(-c2nn3c(Cn4nnc5ccccc54)nnc3s2)c1`?
GALR2 antag: 5; MRP1 act: -1.4; HCT116 bCat-KO: 109; HCT116 PTEN-null: 109; Phagocyt inh: 0; Measles CPE: 8; Yeast growth inh: -17; NPY-Y2 antag: 2; Yeast life ext: -9

How did COc1ccc(CC(=O)Nc2ccc(-c3noc(-c4cccc(OC)c4)n3)cc2)cc1 do in these assays?
GALR2 antag: 5; MRP1 act: -3.5; HCT116 bCat-KO: 28; HCT116 PTEN-null: 17; E-sel TNF inh: -10; Measles CPE: 2; Yeast growth inh: -19; NPY-Y2 antag: 0; Yeast life ext: -9

Results for CN(C)S(=O)(=O)c1cccc(NC(=S)NC(=O)C2CCCCC2)c1 ?
GALR2 antag: -8; MRP1 act: -3.2; HCT116 bCat-KO: 87; HCT116 PTEN-null: 79; Phagocyt inh: -5; Measles CPE: 15; Yeast growth inh: -14; NPY-Y2 antag: 2; Yeast life ext: -2

What do the screens show for `CC(C)C(=O)Nc1cc(S(=O)(=O)Nc2cccc(Cl)c2)ccc1Cl`?
GALR2 antag: -4; MRP1 act: -0.9; HCT116 bCat-KO: 79; HCT116 PTEN-null: 75; E-sel TNF inh: 4; Phagocyt inh: -12; Measles CPE: 26; Yeast growth inh: -6; NPY-Y2 antag: 4; Yeast life ext: -3

Results for Cc1ccc(C2N(C)c3ccccc3-c3nc4ccccc4n32)o1 (centres undefined) ?
GALR2 antag: 8; MRP1 act: -0.4; HCT116 bCat-KO: 72; HCT116 PTEN-null: 63; E-sel TNF inh: 12; Phagocyt inh: -1; Measles CPE: 7; Yeast growth inh: -68; NPY-Y2 antag: 16; Yeast life ext: 0

How did CCC(C)C(=O)Nc1c2c(nc3c1CCC3)CCCC2 (centres undefined) do in these assays?
GALR2 antag: 5; MRP1 act: -0.3; HCT116 bCat-KO: 100; HCT116 PTEN-null: 103; E-sel TNF inh: 11; Phagocyt inh: -3; Measles CPE: 10; Yeast growth inh: -69; NPY-Y2 antag: 2; Yeast life ext: -9

How did CC(=O)NC1=NN(C(C)=O)C2(S1)C(=O)N(C(C)C)c1ccc(C)cc12 (centres undefined) do in these assays?
GALR2 antag: -1; MRP1 act: -3.8; HCT116 bCat-KO: 104; HCT116 PTEN-null: 100; E-sel TNF inh: -17; Phagocyt inh: 4; Measles CPE: 7; Yeast growth inh: -43; NPY-Y2 antag: -1; Yeast life ext: -1

How did COCCNC(=O)C(c1ccc(C)o1)N(Cc1ccc(OC)cc1)C(=O)Cn1nnc2ccccc21 (centres undefined) do in these assays?
GALR2 antag: 7; MRP1 act: -0.9; HCT116 bCat-KO: 92; HCT116 PTEN-null: 100; E-sel TNF inh: -38; Phagocyt inh: -1; Measles CPE: 9; Yeast growth inh: -48; NPY-Y2 antag: 1; Yeast life ext: 0

What do the screens show for `O=C(c1ccccn1)c1cc2ccccc2n1S(=O)(=O)c1ccccc1`?
GALR2 antag: 8; MRP1 act: -2.8; HCT116 bCat-KO: 93; HCT116 PTEN-null: 87; Phagocyt inh: 3; Measles CPE: 22; Yeast growth inh: -58; NPY-Y2 antag: 1; Yeast life ext: -3

How did CSc1nc(Cl)c(C#N)c(-c2ccc(C)cc2)n1 do in these assays?
GALR2 antag: 0; MRP1 act: 0.1; HCT116 bCat-KO: 100; HCT116 PTEN-null: 95; E-sel TNF inh: 14; Measles CPE: 2; Yeast growth inh: -33; NPY-Y2 antag: 5; Yeast life ext: -19

What do the screens show for `CC(C)NC(=O)COC(=O)c1cccc(NS(=O)(=O)/C=C/c2ccccc2)c1`?
GALR2 antag: 3; MRP1 act: 0.1; HCT116 bCat-KO: 95; HCT116 PTEN-null: 107; E-sel TNF inh: 9; Phagocyt inh: -4; Measles CPE: 17; Yeast growth inh: -47; NPY-Y2 antag: 3; Yeast life ext: 2

How did CCS(=O)(=O)c1ccc(-c2csc(-c3ccccc3Cl)n2)c(Cl)c1Cl do in these assays?
GALR2 antag: -2; MRP1 act: -0.4; HCT116 bCat-KO: 81; HCT116 PTEN-null: 68; Phagocyt inh: 0; Measles CPE: 12; Yeast growth inh: -17; NPY-Y2 antag: 2; Yeast life ext: -22

Results for CCCc1cc(NCCCN2CCOCC2)n2c(nc3ccccc32)c1C#N ?
GALR2 antag: -6; MRP1 act: -5.5; HCT116 bCat-KO: 69; HCT116 PTEN-null: 63; E-sel TNF inh: 35; Measles CPE: 4; Yeast growth inh: -33; NPY-Y2 antag: 2

Results for Cc1ccccc1C(=O)NCCN=C1NS(=O)(=O)c2ccccc21 ?
GALR2 antag: -7; MRP1 act: -1.2; HCT116 bCat-KO: 106; HCT116 PTEN-null: 99; E-sel TNF inh: -3; Phagocyt inh: 0; Measles CPE: 17; Yeast growth inh: -16; NPY-Y2 antag: 1; Yeast life ext: -1

How did CCCN1CCN(C(=O)Cn2ncc3ccccc32)CC1 do in these assays?
GALR2 antag: 5; MRP1 act: -2.1; HCT116 bCat-KO: 106; HCT116 PTEN-null: 112; E-sel TNF inh: 5; Phagocyt inh: 1; Measles CPE: 12; Yeast growth inh: 10; NPY-Y2 antag: 0; Yeast life ext: -10

Results for CN1C(=O)N(C)C2(c3ccccc3)Nn3c(s/c(=C/c4ccccc4)c3=O)=NC12c1ccccc1 (centres undefined) ?
GALR2 antag: -1; MRP1 act: -1.7; HCT116 bCat-KO: 65; HCT116 PTEN-null: 74; E-sel TNF inh: -33; Phagocyt inh: 0; Measles CPE: 6; Yeast growth inh: -74; NPY-Y2 antag: 1; Yeast life ext: 3

How did COc1cc(OC)cc(C(=O)N[C@H](C(=O)N2CCc3ccccc32)C(C)C)c1 do in these assays?
GALR2 antag: 5; MRP1 act: -1.9; HCT116 bCat-KO: 29; HCT116 PTEN-null: 34; Phagocyt inh: -7; Measles CPE: 2; Yeast growth inh: -12; NPY-Y2 antag: -1; Yeast life ext: 2

What do the screens show for `N=c1c2c(n(Cc3cccc(Cl)c3)c3c1CCC3)CCCC2`?
GALR2 antag: -13; MRP1 act: -2.8; HCT116 bCat-KO: 10; HCT116 PTEN-null: 11; E-sel TNF inh: 14; Measles CPE: 20; Yeast growth inh: -4; NPY-Y2 antag: 1

3 entries from above, arranged by heavy-atom count, rising:
Results for CN(C)S(=O)(=O)c1cccc(NC(=S)NC(=O)C2CCCCC2)c1 ?
GALR2 antag: -8; MRP1 act: -3.2; HCT116 bCat-KO: 87; HCT116 PTEN-null: 79; Phagocyt inh: -5; Measles CPE: 15; Yeast growth inh: -14; NPY-Y2 antag: 2; Yeast life ext: -2

What do the screens show for `O=C(c1ccccn1)c1cc2ccccc2n1S(=O)(=O)c1ccccc1`?
GALR2 antag: 8; MRP1 act: -2.8; HCT116 bCat-KO: 93; HCT116 PTEN-null: 87; Phagocyt inh: 3; Measles CPE: 22; Yeast growth inh: -58; NPY-Y2 antag: 1; Yeast life ext: -3

Results for CN1C(=O)N(C)C2(c3ccccc3)Nn3c(s/c(=C/c4ccccc4)c3=O)=NC12c1ccccc1 (centres undefined) ?
GALR2 antag: -1; MRP1 act: -1.7; HCT116 bCat-KO: 65; HCT116 PTEN-null: 74; E-sel TNF inh: -33; Phagocyt inh: 0; Measles CPE: 6; Yeast growth inh: -74; NPY-Y2 antag: 1; Yeast life ext: 3

(further entries)
What do the screens show for `CCOC(=O)c1[nH]c(C)c(/C(O)=C2\C(=O)C(=O)N(CCCN(C)C)C2c2cccnc2)c1C` (centres undefined)?
GALR2 antag: -10; MRP1 act: -1.9; HCT116 bCat-KO: 90; HCT116 PTEN-null: 96; Phagocyt inh: -1; Measles CPE: 13; Yeast growth inh: 14; NPY-Y2 antag: 3; Yeast life ext: -9

What do the screens show for `CCN(Cc1ccccc1)c1ccc(/C=N/NC(=S)NC(C)C)cc1`?
GALR2 antag: -6; MRP1 act: 1.2; HCT116 bCat-KO: 51; HCT116 PTEN-null: 40; Phagocyt inh: -10; Measles CPE: 6; Yeast growth inh: -1; NPY-Y2 antag: 2; Yeast life ext: -1

Results for CC(=O)Oc1cc(OC(C)=O)c2c(C)cc(=O)oc2c1 ?
GALR2 antag: 2; MRP1 act: -3.0; HCT116 bCat-KO: 90; HCT116 PTEN-null: 87; E-sel TNF inh: 14; Measles CPE: 2; Yeast growth inh: -28; NPY-Y2 antag: 3; Yeast life ext: -2

What do the screens show for `O=C(COC(=O)c1n[nH]c2ccccc12)NC(=O)NC1CCCC1`?
GALR2 antag: -2; MRP1 act: 1.6; HCT116 bCat-KO: 97; HCT116 PTEN-null: 105&101; E-sel TNF inh: -11; Phagocyt inh: 0; Measles CPE: 4; Yeast growth inh: -32; NPY-Y2 antag: 2; Yeast life ext: -11

How did CC(=O)N1[C@H](C)C=C[C@]1(Cc1ccccc1)C(=O)NCc1cc(F)cc(C(F)(F)F)c1 do in these assays?
GALR2 antag: 0; MRP1 act: -1.8; HCT116 bCat-KO: 89; HCT116 PTEN-null: 84; Measles CPE: 4; Yeast growth inh: -38; NPY-Y2 antag: 1; Yeast life ext: 3

What do the screens show for `CCC(c1nnc(SCC(=O)Nc2ccc(C(=O)Nc3ccccc3OC)cc2)o1)N(C)C` (centres undefined)?
GALR2 antag: -3; MRP1 act: -0.4; HCT116 bCat-KO: 85; HCT116 PTEN-null: 95; E-sel TNF inh: -23; Phagocyt inh: 0; Measles CPE: 1; Yeast growth inh: -65; NPY-Y2 antag: -1; Yeast life ext: -16

Results for COCCn1c(=O)c2c(nc3n2CCN3c2ccc(C)cc2)n(C)c1=O ?
GALR2 antag: 6; MRP1 act: 1.1; HCT116 bCat-KO: 102; HCT116 PTEN-null: 104; E-sel TNF inh: -41; Phagocyt inh: -1; Yeast growth inh: -22; NPY-Y2 antag: 5; Yeast life ext: -16
